# GPR35 antagonists = GPR35 antagonists blocking zaprinast-driven arrestin recruitment, primary screen, imaging, U2OS, beta-arrestin-GFP, zaprinast agonist (AID 2058); U2OS GPR35 beta-arrestin-GFP translocation imaging, zaprinast antagonism; higher % means a stronger effect; inhibition, % at 10 µM, or IC50 in µM where a hit was titrated; hit rate 0.052% among 290,000;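 active = inhibition of at least 50% with at least 30 cells and total cytoplasm GFP at most 10,000,000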
# AID2073 = inhibitors of Mint1-CaV2.2 protein interaction, biochemical, HTRF (AID 2073). HTRF protein-protein interaction, Mint1-CaV2.2; higher % means a stronger effect. hit rate 0.19% among 290,000. inhibition, % at 20 µM; hits with a dose series show IC50 in µM; in the data active = inhibition mostly above about 51%, no sharp cut-off; note: some results filed as inactive read as strong as hits
# SIAH1 antagonists = Siah-1 peptide-binding antagonists, primary screen, biochemical, fluorescence polarization, rhodamine-plectin, uHTS (AID 1817); Siah-1 / rhodamine-plectin peptide fluorescence polarization; higher % means a stronger effect; displacement, % at 20 µM; hits with a dose series show IC50 in µM; hit rate 0.02% among 290,000;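 active = displacement of at least 50% at 20 µM, with a fluorescence ratio check between 0.3 and a set limit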;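 note: plate controls were Siah plus tracer with DMSO for no effect and tracer alone without Siah for full effect; strong numbers were not always called active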
# K1F lysis inhibition = inhibition of K1F phage lysis, E. coli UTI89, bacterial capsule biogenesis inhibitors, alamar blue (AID 488966). hit rate 0.02% among 340,000. inhibition, % at 100 µM; hits with a dose series show IC50 in µM. E. coli UTI89 K1F phage lysis, alamar blue, 2 h; higher % means a stronger effect;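 active = phage lysis inhibition, versus mean bacterial control, above a set limit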;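 note: capsule biogenesis inhibitors block K1F phage lysis so surviving cells raise fluorescence; higher fluorescence means more inhibition of phage lysis; actives were called in the ten point dose series up to 300 µM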
# GPR55 antagonists = GPR55 antagonists blocking LPI-driven arrestin recruitment, primary screen, imaging, U2OS, beta-arrestin-GFP, LPI agonist (AID 2013). U2OS GPR55 beta-arrestin-GFP translocation imaging, LPI antagonism; higher % means a stronger effect. inhibition, % at 10 µM; hits with a dose series show IC50 in µM. hit rate 0.13% among 290,000;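 active = spots per cell inhibited over 60%, with over 100 cells counted and total cytoplasm intensity under 500,000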;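 note: U2OS cells stably carrying GPR55 and arrestin-GFP stimulated by 5 µM LPI near EC80; imaged beta-arrestin-GFP aggregate spots per cell after agonist stimulation; plate controls were LPI-stimulated DMSO wells for no effect and DMSO wells without LPI for full effect; some results filed as inactive read as strong as hits; confirmed hits need IC50 under 10 µM and bright autofluorescent wells are also inconclusive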
# NTR1 ag = agonists of NTR1, primary screen, imaging, U2OS cells, beta-arrestin-GFP, high content (AID 493036); NTR1-U2OS beta-arrestin-GFP spot imaging, agonist mode; activation, % at 20 µM; hit rate 0.17% among 330,000;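 active = activation at or above 40% of the spot to cytoplasm intensity ratio, with at least 20 cells analyzed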;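 note: 0% = DMSO without peptide and 100% = 100 nM NTR1 peptide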
# Target sequence (P30989 whole entry, looked up): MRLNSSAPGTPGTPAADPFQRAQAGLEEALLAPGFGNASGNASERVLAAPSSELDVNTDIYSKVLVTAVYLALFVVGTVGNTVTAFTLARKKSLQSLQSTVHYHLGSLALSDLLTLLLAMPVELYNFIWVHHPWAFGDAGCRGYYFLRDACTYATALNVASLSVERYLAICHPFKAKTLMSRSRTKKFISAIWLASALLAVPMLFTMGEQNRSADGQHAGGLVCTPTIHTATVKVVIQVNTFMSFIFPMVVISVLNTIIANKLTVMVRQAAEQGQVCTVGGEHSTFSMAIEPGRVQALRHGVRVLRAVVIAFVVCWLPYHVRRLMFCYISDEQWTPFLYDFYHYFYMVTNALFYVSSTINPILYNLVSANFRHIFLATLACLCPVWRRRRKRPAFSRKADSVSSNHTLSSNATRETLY
# HIV peptide binding = cell-free HIV fusion peptide-binding blockers – biochemical, uHTS, fluorescence dequenching, primary screen (AID 1986); hit rate 0.3% among 290,000; cell-free peptide binding, fluorescence dequenching, 30 min; higher % means a stronger effect; one-dose inhibition, % at 20 µM; IC50 in µM for titrated hits; in the data active = inhibition mostly above about 52%, no sharp cut-off; inactive = mostly below about 76%; note: some results filed as inactive read as strong as hits
# NS5 inhibitors = flavivirus cap methylation enzyme inhibition – biochemical, confirmation dose response, primary screen (AID 588689); hit rate 0.3% among 340,000; inhibition, % at 25 µM, or IC50 in µM where a hit was titrated; Dengue-2 NS5 methyltransferase capping enzyme assay, biochemical; higher % means a stronger effect; in the data active = a potency from the dose series
# GPR55 activation = GPR55 agonists via beta-arrestin recruitment, primary screen, imaging, U2OS cells, beta-arrestin-GFP redistribution (AID 1961); U2OS GPR55 beta-arrestin-GFP redistribution imaging; higher % means a stronger effect; activation, % at 10 µM; hits with a dose series show EC50 in µM; hit rate 0.048% among 290,000;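 active = activation above 40% with more than 50 cells counted in the well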;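 note: U2OS osteosarcoma cells stably expressing GPR55 and beta-arrestin-GFP; plate controls were DMSO negative control for no effect and LPI positive control for full effect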
# NTR1 ag cell count 20 µM = second read-out of NTR1 ag, no call of its own (marks repeat the call); cell count; measured here: cell count, cytotoxicity flag
# Active calls of the source: *; i = inactive; · = no result given; [ ] = another dose, or the depositor's remark.
SMILES,GPR35 antagonists,AID2073,SIAH1 antagonists,K1F lysis inhibition,GPR55 antagonists,NTR1 ag,NTR1 ag cell count 20 µM,HIV peptide binding,NS5 inhibitors,GPR55 activation
Cc1cc(C)nc(SCNC(=O)c2ccc(Cl)cc2)n1,17.2%,-21.7%,2.0%,0.2%,4.7%,0.3,78,1.1%,-6.4%,-0.1%
Cc1nc(NC(=O)CSc2nnc(-c3ccc4c(c3)OCO4)o2)c(Cl)cc1Cl,-4.8%,1.9%,-8.7%,2.5%,-5.5%,-0.1,38,-0.6%,0.0%,-0.1%
C=CCOc1ccn(C)c(=O)n1,15.0%,12.1%,0.0%,0.3%,12.4%,-1.4,38,-0.6%,-2.0%,0.4%
Cc1ccc(CN2C(=O)c3ccccc3NC2c2cc(Br)ccc2O)cc1 (stereo unspecified),-18.9%,-1.5%,2.4%,0.1%,18.6%,24.6,88,-1.5%,1.3%,0.6%
CCCOc1ccc(S(=O)(=O)N2CCCC2)cc1[N+](=O)[O-],-3.7%,-1.2%,3.2%,0.0%,6.1%,1.8,56,-0.6%,1.5%,-0.1%
Cc1nnc(N2CCCC(C(=O)NCc3ccc(OC(C)C)cc3)C2)c2nn(-c3ccccc3)c(C)c12 (stereo unspecified),-0.9%,5.3%,9.2%,-0.1%,0.4%,13.2,43,1.5%,-21.8%,0.6%
CCOc1ccc2[nH]c(=O)c(CN(Cc3ccccc3)C(=O)N3CCCC3)cc2c1,-10.2%,-0.2%,-3.0%,1.1%,-6.3%,1.0,78,1.1%,-1.6%,-0.2%
Cn1c(-c2ccc(F)cc2)cnc1NCc1cccc([N+](=O)[O-])c1,9.7%,1.0%,10.8%,0.6%,11.8%,0.8,63,-0.7%,4.7%,0.5%
C=CCc1c(OC)ccc2c1c(S(=O)(=O)c1ccc(C)cc1)cn2COC,-10.4%,17.0%,-1.7%,0.0%,4.9%,2.0,65,0.2%,-6.6%,-0.1%
Oc1ccccc1C=Nc1cccc2ccccc12,-12.8%,-6.6%,3.1%,0.4%,14.1%,1.6,63,-1.0%,-7.8%,-0.2%
COc1cccc(/C=N/Nc2nc(N3CCCC3)nc(N3CCCC3)n2)c1O,-9.0%,2.8%,-4.7%,4.0%,1.0%,11.2,64,-1.3%,6.1%,-0.1%
COc1ccc(C)cc1S(=O)(=O)Nc1ccc(F)c(Cl)c1,-5.3%,4.8%,3.1%,-0.4%,12.3%,10.6,55,-0.3%,-2.7%,-0.1%
O=C(c1ccco1)N1CCCSC1=Nc1ccccc1,1.8%,-6.0%,-0.6%,-1.3%,·,-1.4,72,-2.1%,-6.9%,-0.2%
COc1cc(/C=N/NC(=O)c2cc(-c3ccco3)nc3ccccc23)cc(OC)c1O,3.7%,32.9%,5.0%,0.9%[50 µM],8.1%,-1.5,46,23.4%,0.8%,0.1%
COc1ccc2[nH]c(=O)c(CN(CCc3ccccc3)Cc3nnnn3CC3CCCO3)cc2c1 (stereo unspecified),13.2%,1.1%,1.2%,2.6%,-28.9%,0.9,46,-0.1%,-5.5%,-0.2%
COc1ccc(NC(=O)/C(Cl)=C(/Cl)S(=O)Cc2ccc(C)cc2)cn1 (stereo unspecified),-6.1%,-64.2%,-1.5%,-1.1%,-5.7%,-1.3,21,0.1%,-28.0%,0.2%
CC(C)c1ccc(N(CC(=O)NCC2CCCO2)C(=O)Cn2nnc(-c3cccs3)n2)cc1 (stereo unspecified),-4.9%,3.7%,-6.8%,-0.4%,15.9%,-0.6,37,-0.2%,-12.4%,0.3%
COCC(C)NC(=O)c1cccc(Cl)c1 (stereo unspecified),3.1%,-4.8%,-0.7%,-1.7%,-9.6%,-0.1,87,-0.8%,-2.4%,-0.1%
COc1ccc(NC(=O)c2cc(S(=O)(=O)N3CCOCC3)cs2)cc1,5.8%,0.3%,4.9%,-0.5%,3.5%,0.1,50,1.0%,-6.6%,-0.1%
COc1ccc(-c2ccnc(SCC(=O)N3CCOCC3)n2)cc1,-8.7%,7.0%,12.0%,-0.1%,10.2%,-0.7,55,4.7%,2.1%,-0.3%
CCc1nnc(NC(=O)C2COc3ccccc3O2)s1 (stereo unspecified),0.7%,4.4%,1.9%,1.7%[50 µM],2.8%,-0.1,72,-0.3%,-2.1%,-0.1%
CCN(CC)C(=O)CN1CCN(c2ccccc2F)CC1,3.5%,-0.2%,10.1%,0.5%,8.7%,0.3,59,2.4%,-2.1%,0.1%
COC(=O)c1ccc(-c2ccc(CNCC(O)c3ccccc3)o2)cc1 (stereo unspecified),-4.5%,13.9%,4.7%,5.5%,4.8%,-0.5,50,2.5%,-0.7%,-0.5%
COC(=O)c1c(NC(=O)CN2CCC3(O)CCCCC3C2c2ccc(F)cc2)sc(C)c1C (stereo unspecified),-10.0%,7.6%,1.8%,4.1%,13.1%,4.6,65,1.3%,0.0%,-0.3%
O=C(NCCc1nc2ccc(Cl)cc2[nH]1)C1CCC(=O)N(Cc2cccc(F)c2)C1 (stereo unspecified),-6.5%,4.6%,7.0%,0.0%,12.6%,1.5,49,-1.1%,-2.0%,0.0%
C/C(=N\N=C1/SC(CC(=O)O)C(=O)N1c1ccccc1)c1ccc(C)cc1 (stereo unspecified),5.0%,0.9%,-2.8%,0.1%,0.6%,-0.1,101,0.5%,0.7%,-0.1%
COc1ccc(OCCSc2ncnc3nc[nH]c23)cc1,-8.6%,-7.6%,-2.0%,1.1%,-0.8%,0.3,92,2.6%,1.4%,-0.1%
Cc1ccc(C2C(C#N)=C(N)N(c3cccnc3)C3=C2C(=O)CCC3)c(C)c1 (stereo unspecified),-7.6%,-7.2%,4.3%,-2.3%,0.8%,1.5,71,0.6%,-5.7%,-0.1%
CCN(Cc1ccncc1)Cc1nc(Cc2ccccc2Cl)no1,-20.3%,9.8%,1.7%,0.2%,3.9%,-0.2,77,0.8%,3.1%,0.2%
CCc1nn(C(C)C(=O)NCCc2ccc(OC)c(OC)c2)c(=O)c2cc3occc3n12 (stereo unspecified),3.9%,-5.5%,-3.7%,-0.1%,7.2%,1.0,50,-0.6%,8.1%,-0.1%
COc1cccc(NC(=O)CN(C)C(=O)Cc2ccc(Cl)cc2Cl)c1,13.0%,10.3%,2.4%,1.0%,13.7%,-1.1,61,0.5%,-3.2%,-0.1%
CCN(CC)S(=O)(=O)c1ccc(C(=O)NCCSc2c[nH]c3ccccc23)cc1,8.1%,-16.1%,-8.1%,6.9%,9.1%,0.2,85,-2.3%,2.1%,-0.2%
COc1ccc(CC(=O)Nc2ccc(-c3csc(C)n3)cc2)cc1,5.4%,-4.2%,2.5%,0.7%,7.6%,-0.2,51,-1.6%,-6.0%,-0.2%
Cc1cc(=O)oc2c(C)c(OCC(=O)NCCCN3CCCC3=O)ccc12,1.8%,0.6%,2.3%,0.0%,9.6%,1.2,65,-0.1%,-11.8%,0.7%
CC(C(=O)N1CCCCC1)N(C)CC(=O)Nc1ccc(Cl)cc1 (stereo unspecified),-16.4%,1.9%,6.9%,0.3%,0.1%,1.0,42,1.1%,-10.7%,0.6%
CCOC(=O)Cn1c(S(=O)(=O)Cc2ccccc2Cl)nc(-c2ccccc2)c1-c1ccccc1,6.3%,5.4%,-6.0%,0.8%,9.0%,1.2,90,0.0%,-1.6%,0.0%
O=C(CCc1ccc(S(=O)(=O)NCCc2ccccc2)cc1)Nc1ccc2c(c1)OCO2,-11.4%,2.8%,-2.1%,0.6%,-1.0%,1.8,48,0.1%,-1.6%,-0.1%
COCC(=O)Nc1cc(C(=O)OC)cc(C(=O)OC)c1,5.4%,8.4%,-0.4%,4.6%,10.1%,0.0,52,2.6%,0.4%,-0.2%
CCOC1Cc2ccccc2N(C(N)=O)c2ccccc21 (stereo unspecified),7.3%,16.2%,4.1%,1.9%,3.5%,0.5,59,21.8%,-9.9%,0.0%
COc1cccc(NC(=O)[C@@H]2CCC(=O)N2C2OC(=O)c3ccccc32)c1 (stereo partly specified),0.5%,11.5%,1.6%,3.5%,8.2%,0.7,89,2.5%,-2.2%,0.2%
CC1(C)Cc2c(sc3nc(SCC(=O)O)nc(N)c23)CO1,-15.1%,11.6%,6.1%,0.0%,15.0%,-0.3,69,1.3%,-8.2%,0.3%
CC(=O)Nc1cccc(N2C(=O)CC(N3CCC(C(=O)N4CCCCC4)CC3)C2=O)c1 (stereo unspecified),-2.0%,-9.7%,0.9%,0.4%,8.9%,1.4,37,0.4%,-2.7%,-0.1%
Cc1cccc(NC(=O)c2ccc(S(=O)(=O)N3CCN(C)CC3)cc2)c1C,16.8%,-4.9%,7.3%,0.3%,1.4%,0.2,48,-0.6%,-0.8%,-0.1%
CCC(C)N1C(=O)S/C(=C/c2ccc(Sc3nc4ccccc4[nH]3)o2)C1=O (stereo unspecified),-2.1%,-1.4%,-4.0%,6.3%,-21.4%,4.7,50,-3.5%,-7.9%,-0.1%
COc1ccc(C2CC(=O)C(C=NCCCN3CCOCC3)=C(O)C2)cc1 (stereo unspecified),10.6%,-6.7%,2.3%,i,-4.4%,1.1,70,0.9%,1.6%,0.3%
CC(C)c1ccc(CNc2ccc3c(c2)ncn3C)cc1,4.4%,-3.8%,-3.0%,0.5%,-9.3%,-0.2,89,-2.2%,-9.4%,-0.1%

# Compound profiles, from the list above. Order of values: GPR35 antagonists, AID2073, SIAH1 antagonists, K1F lysis inhibition, GPR55 antagonists, NTR1 ag, NTR1 ag cell count 20 µM, HIV peptide binding, NS5 inhibitors, GPR55 activation
# COc1ccc(C2CC(=O)C(C=NCCCN3CCOCC3)=C(O)C2)cc1 (stereo unspecified) across the screens: 10.6%, -6.7%, 2.3%, i, -4.4%, 1.1, 70, 0.9%, 1.6%, 0.3%
# CC(=O)Nc1cccc(N2C(=O)CC(N3CCC(C(=O)N4CCCCC4)CC3)C2=O)c1 (stereo unspecified) across the screens: -2.0%, -9.7%, 0.9%, 0.4%, 8.9%, 1.4, 37, 0.4%, -2.7%, -0.1%
# Cc1cccc(NC(=O)c2ccc(S(=O)(=O)N3CCN(C)CC3)cc2)c1C across the screens: 16.8%, -4.9%, 7.3%, 0.3%, 1.4%, 0.2, 48, -0.6%, -0.8%, -0.1%
# CCC(C)N1C(=O)S/C(=C/c2ccc(Sc3nc4ccccc4[nH]3)o2)C1=O (stereo unspecified) across the screens: -2.1%, -1.4%, -4.0%, 6.3%, -21.4%, 4.7, 50, -3.5%, -7.9%, -0.1%
# CC1(C)Cc2c(sc3nc(SCC(=O)O)nc(N)c23)CO1 across the screens: -15.1%, 11.6%, 6.1%, 0.0%, 15.0%, -0.3, 69, 1.3%, -8.2%, 0.3%
